AID inhibitor: blocks human AID cytidine deaminase activity | Q9GZX7 | AID deamination FRET fluorescence, UDG-coupled, 4 h | Potency, µM (titrated, usually from 115 µM), without a hit: at the top dose activity change, negative = inhibition, usual class: inhibitors | hit rate 0.32% among 91,000 | AID 1347428; further: nearly all actives have a fitted effect of over 25% in size
Target sequence (Q9GZX7 whole entry, looked up): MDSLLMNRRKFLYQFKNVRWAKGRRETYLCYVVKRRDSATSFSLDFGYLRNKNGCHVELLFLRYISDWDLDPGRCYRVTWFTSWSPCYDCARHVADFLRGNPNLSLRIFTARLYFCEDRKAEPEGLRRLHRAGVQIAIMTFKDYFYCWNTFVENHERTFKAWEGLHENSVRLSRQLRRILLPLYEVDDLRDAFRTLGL
UDG counterscr: UDG inhibition counter-screen. FRET deamination/UDG coupled assay, UDG read, 4 h. Potency, µM (series often up to 115 µM), for the others: at the top dose activity change, negative = inhibition, most hits filed as inhibitors. hit rate 0.14% among 91,000. AID 1347430; further: nearly all actives have a fitted effect of over 65% in size
An asterisk follows results filed as active; [ ] = dose if it differs, or a comment. The call rests on the fitted dose curve; in most records, active means well fitted curve in the direction sought with a large enough effect; inconclusive means small, poorly fitted or top-dose-only effect, or another doubt; inactive means no such curve, though single readings can be large; an effect the other way counts as inactive or inconclusive. On the % scale 0 is the no-effect control and ±100 the full control effect; potency means the concentration at half of the fitted maximal effect.

Screening O=C(NCc1ccc2c(c1)CCN2C(=O)c1ccccc1)c1ccc(Br)o1 returned AID inhibitor -9% and UDG counterscr -19%.
O=C(Cc1c[nH]c2ccccc12)NCC(=O)N1CCN(c2ccccc2)CC1 was read as AID inhibitor 3% and UDG counterscr -2%.
`CCc1ccc(CNC(=O)c2c3c(nc4ccccc24)C(=O)N(C2CCCCC2)C3)cc1` gave AID inhibitor 10% and UDG counterscr -18%.
NC(N)=NC(N)=Nc1ccc(Cl)cc1Cl was read as AID inhibitor -3% and UDG counterscr 7%.
`O=C(Cn1cc(SCc2ccc(C(F)(F)F)cc2)c2ccccc21)N1CCOCC1` gave AID inhibitor -17% and UDG counterscr -16%.
Cc1c(Cl)cccc1NC(=O)CSc1nc(=O)n(Cc2ccccn2)c2c1CCC2 was read as AID inhibitor -8% and UDG counterscr -12%.
CCc1ccc(-n2nnc(-c3nc(-c4ccc(C)cc4)no3)c2N)cc1 was read as AID inhibitor 1% and UDG counterscr 7%.
C=CCNC(=O)Nc1cc(NC(=O)Nc2ccccc2)ccc1C was read as AID inhibitor -1% and UDG counterscr -4%.
CNC(=S)c1cc(C(C)(C)C)c(O)c(C(C)(C)C)c1 was read as AID inhibitor -7% and UDG counterscr 3%.
For COc1ccc2nc(N3CCN(C(=O)C4CC4)CC3)sc2c1 the results were AID inhibitor 8% and UDG counterscr 0%.
Screening CCc1ccc(CN(C(=O)c2cc(=O)c3ccc(C)cc3o2)C2CCS(=O)(=O)C2)cc1 (stereo not given) returned AID inhibitor inconclusive and UDG counterscr -6%.
Cc1cc(C)c2c(=O)cc(C(=O)Nc3ccc(C)c(Cl)c3)oc2c1 was read as AID inhibitor -7%[57.5 µM] and UDG counterscr -4%[57.5 µM].
`CN(C)/C=C/C=C1C(=O)CC(C)(C)CC1=O` gave AID inhibitor -1% and UDG counterscr 6%.
For CC1CCCC(NC(=O)c2ccc3c(c2)CCC3)C1C (stereo not given) the results were AID inhibitor -4% and UDG counterscr 7%.
For COc1ccc2oc(=O)c(-c3csc(Nc4ccc(C)cc4)n3)cc2c1 the results were AID inhibitor -8% and UDG counterscr -4%.
Screening CCCCC(=O)Nc1cc(-c2cn3cccnc3n2)ccc1C returned AID inhibitor -1% and UDG counterscr -4%[57.5 µM].
Cc1ccc(C)c(NC(=O)CC2(C(=O)O)CCCCC2)c1 was read as AID inhibitor 8% and UDG counterscr 8%.
`CCCCNCCCN1CCOCC1` gave AID inhibitor -1% and UDG counterscr -1%.
`O=C(CC1N=C2c3ccccc3N=C(SCc3ccc(F)cc3)N2C1=O)NCc1ccc2c(c1)OCO2` (stereo not given) gave AID inhibitor inconclusive and UDG counterscr 17%.
CC(C)c1ccc(NC(=O)N2c3ccccc3Sc3ccccc32)cc1 was read as AID inhibitor 22% and UDG counterscr -7%.
`CCC(Oc1ccccc1F)C(=O)Nc1c(Cl)cccc1Cl` (stereo not given) gave AID inhibitor -1% and UDG counterscr -7%.
Screening O=C(O)CCC(NS(=O)(=O)c1ccc(Cl)cc1)C(=O)O (stereo not given) returned AID inhibitor 1% and UDG counterscr 9%.
`Cc1ccc(-n2nc3c(N4CCC(C(=O)NCCC(C)C)CC4)nnc(C)c3c2C)cc1` gave AID inhibitor -2% and UDG counterscr -5%.
For O=C(OCC(=O)N1CCCC1=O)c1cc(=O)c2cc(Cl)ccc2o1 the results were AID inhibitor 4% and UDG counterscr 0%.
Screening CCOC(=O)C(CC)Sc1nnc2[nH]c(=O)cc(C)n12 (stereo not given) returned AID inhibitor 8% and UDG counterscr 1%.
CC(=O)NCc1cccs1 was read as AID inhibitor 0% and UDG counterscr -2%.
O=C(CSc1nc2ccccc2s1)Nc1ccc(F)cc1F was read as AID inhibitor 16% and UDG counterscr 2%.
For COc1ccccc1-c1nc(C#N)c(NCc2ccc(F)cc2)o1 the results were AID inhibitor -11% and UDG counterscr 3%.
C=CCOc1cccc(NC(=O)c2cccc(OCC)c2)c1 was read as AID inhibitor -9% and UDG counterscr -3%.
For COC(=O)CSc1nc(-c2ccc(F)cc2)cc(C(F)(F)F)n1 the results were AID inhibitor 12% and UDG counterscr -17%.
`Cc1cc(C)n(CC(=O)Nc2ccc(F)c(F)c2)c(=O)c1C#N` gave AID inhibitor 0% and UDG counterscr 2%.
Cc1ccc(C(=O)/C=C/c2ccc3ccccc3c2)o1 was read as AID inhibitor 3% and UDG counterscr -3%.
`C=CCN(CC(F)(F)F)C(=O)c1ccc(NC(=O)NC2CC2)cc1` gave AID inhibitor -15% and UDG counterscr -17%.
Screening COC(=O)c1ccc(/C=N/OCc2ccc(C(=O)OC)cc2)cc1 returned AID inhibitor 2% and UDG counterscr 4%.
`Cc1ccc(C)c(N=Cc2ccccc2[N+](=O)[O-])c1` gave AID inhibitor 9% and UDG counterscr -6%.
Cc1cc(=O)oc2c3c(ccc12)OCN(Cc1ccc(Cl)cc1)C3 was read as AID inhibitor 5% and UDG counterscr 8%.
CCc1ccc(N2CC(C)Cn3c2nc2c3c(=O)[nH]c(=O)n2C)cc1 (stereo not given) was read as AID inhibitor -22% and UDG counterscr -4%.
For CCCN1CCc2nc(N3CCN(c4ncccn4)CC3)ncc2C1 the results were AID inhibitor inconclusive and UDG counterscr -6%.
For Cc1ccc(-n2c(C)c(C)c3c2ncn2nc(-c4ccncc4)nc32)cc1 the results were AID inhibitor 5% and UDG counterscr -4%.
`CC1=C(c2ccc(C)cc2)S(=O)(=O)NC1=NCCCN1CCN(c2cc(C)ccc2C)CC1` gave AID inhibitor 19% and UDG counterscr 8%.
For N#Cc1ccc(NC(=O)COC(=O)c2ccc3ccccc3n2)cc1 the results were AID inhibitor -4% and UDG counterscr 16%.
`CCOc1ccccc1CNC(=O)c1cnc2sc(N(CC)CC)nn2c1=O` gave AID inhibitor -25% and UDG counterscr 1%.
Screening COc1ccc2c(C)c(CCC(=O)NCc3ccccc3)c(=O)oc2c1 returned AID inhibitor 0% and UDG counterscr -5%.
`CCCN(CCC)C(=O)c1ccc2nc(C)c(C)nc2c1` gave AID inhibitor 1% and UDG counterscr 0%.
For Cc1nc2ccccc2nc1C the results were AID inhibitor -3% and UDG counterscr 9%.

In the list so far, three have a CF3 group.
`O=C(Cn1cc(SCc2ccc(C(F)(F)F)cc2)c2ccccc21)N1CCOCC1` gave AID inhibitor -17% and UDG counterscr -16%.
For COC(=O)CSc1nc(-c2ccc(F)cc2)cc(C(F)(F)F)n1 the results were AID inhibitor 12% and UDG counterscr -17%.
`C=CCN(CC(F)(F)F)C(=O)c1ccc(NC(=O)NC2CC2)cc1` gave AID inhibitor -15% and UDG counterscr -17%.

Continued:
NC(=O)c1cc(S(=O)(=O)N2CCCC2)ccc1OCC(=O)Nc1ccc(Oc2ccccc2)cc1 was read as AID inhibitor 2% and UDG counterscr -4%.
Screening C[N+](C)(CC#CCCCCCCC#CC[N+](C)(C)Cc1ccccc1)Cc1ccccc1 returned AID inhibitor -6% and UDG counterscr -9%.
`Cc1ccc(C(=O)NC(=S)NNC(=O)c2ccc(NC(=O)c3ccccc3)cc2)cc1` gave AID inhibitor -4% and UDG counterscr -7%.
For Cc1cc(C)c(NC(=O)c2cc(=O)c3ccccc3o2)c(C)c1 the results were AID inhibitor -7% and UDG counterscr 28%.
`COc1ccc(/C(=N/OC(=O)c2cccc(F)c2)c2nccc3cc(OC)c(OC)cc23)cc1OC` gave AID inhibitor 73%[activator] and UDG counterscr 2%.
Screening COC(=O)c1ccccc1NC(=O)c1ccc(-c2nc(COc3ccccc3)c(C)o2)cc1 returned AID inhibitor -10% and UDG counterscr inconclusive.
`CCc1ccccc1NC(=O)N1CCC2(CC1)Oc1ccccc1C(=O)N2Cc1ccccc1F` gave AID inhibitor 3% and UDG counterscr 0%.
Screening CCc1ccc(OCC(=O)Nc2nc(-c3ccc(S(=O)(=O)N4CCOCC4)cc3)cs2)cc1 returned AID inhibitor -11% and UDG counterscr 0%.
Screening Cc1ccccc1CNC(=O)c1ccc2[nH]c(C)c(C)c2c1 returned AID inhibitor -6% and UDG counterscr 11%.
For Cc1cc(C(F)(F)F)c(C#N)c(SCc2cccc(C(F)(F)F)c2)n1 the results were AID inhibitor -9% and UDG counterscr -5%.
Screening CC(C)OCCCNC(=O)c1ccc2c(=O)n(CCc3ccccc3)c(=O)[nH]c2c1 returned AID inhibitor 21% and UDG counterscr -1%.
For COC(=O)c1cc2oc3ccccc3c2n1Cc1nc(-c2ccc(Cl)cc2)oc1C the results were AID inhibitor 3% and UDG counterscr -29%.
Screening Cc1ccc(C)n1-c1nc2ccc(C(=O)Nc3ccc(C(N)=O)cc3)cc2s1 returned AID inhibitor 5% and UDG counterscr 2%.
O=C(COc1ccccc1F)Nc1ccc2nc(SCC(=O)N3CCOCC3)sc2c1 was read as AID inhibitor 17% and UDG counterscr 2%[57.5 µM].
Screening Cc1cc(C)c(NC(=O)CCC(=O)N2Cc3ccccc3Oc3ncccc32)c(C)c1 returned AID inhibitor -7% and UDG counterscr -8%.

For reference, 7 of the compounds above:
Screening CCc1ccc(OCC(=O)Nc2nc(-c3ccc(S(=O)(=O)N4CCOCC4)cc3)cs2)cc1 returned AID inhibitor -11% and UDG counterscr 0%.
Screening Cc1ccccc1CNC(=O)c1ccc2[nH]c(C)c(C)c2c1 returned AID inhibitor -6% and UDG counterscr 11%.
For Cc1cc(C(F)(F)F)c(C#N)c(SCc2cccc(C(F)(F)F)c2)n1 the results were AID inhibitor -9% and UDG counterscr -5%.
Screening CC(C)OCCCNC(=O)c1ccc2c(=O)n(CCc3ccccc3)c(=O)[nH]c2c1 returned AID inhibitor 21% and UDG counterscr -1%.
For COC(=O)c1cc2oc3ccccc3c2n1Cc1nc(-c2ccc(Cl)cc2)oc1C the results were AID inhibitor 3% and UDG counterscr -29%.
Screening Cc1ccc(C)n1-c1nc2ccc(C(=O)Nc3ccc(C(N)=O)cc3)cc2s1 returned AID inhibitor 5% and UDG counterscr 2%.
O=C(COc1ccccc1F)Nc1ccc2nc(SCC(=O)N3CCOCC3)sc2c1 was read as AID inhibitor 17% and UDG counterscr 2%[57.5 µM].

More structures follow.
COCCCNC(=O)c1cc2cc(S(=O)(=O)N(C)C)ccc2n1C was read as AID inhibitor -8% and UDG counterscr 0%.
Screening CCOC(=O)N(C)CC(=O)NC1CCCC1 returned AID inhibitor 3% and UDG counterscr -1%.
For C=CCOc1ccc(/C=C(\C#N)c2nc3ccccc3[nH]2)cc1 the results were AID inhibitor 9% and UDG counterscr -5%.
Screening N#Cc1cccc(C(=O)OC(c2ccccc2)c2ccccn2)c1 (stereo not given) returned AID inhibitor 3% and UDG counterscr 11%.
`O=C(NC1CC(=O)N(c2cccc(F)c2)C1)c1ccc(S(=O)(=O)N2CCOCC2)cc1` (stereo not given) gave AID inhibitor 10% and UDG counterscr 1%.
For COC(=O)c1sccc1S(=O)(=O)Oc1ccc2c(C(F)(F)F)cc(=O)oc2c1 the results were AID inhibitor -7% and UDG counterscr 5%.
For O=C1c2ccccc2-c2n[nH]c3cccc1c23 the results were AID inhibitor 342%[activator] and UDG counterscr 57%[activator].
COc1ccc2ccccc2c1/C=C(/C#N)C(=O)Nc1ccccc1C(F)(F)F was read as AID inhibitor -10% and UDG counterscr -2%.
Screening COc1cc(NC2c3ccccc3C(=O)N2c2cccnc2)cc(OC)c1OC (stereo not given) returned AID inhibitor 3% and UDG counterscr 0%.
COc1ccc(NC(=O)c2cc(S(=O)(=O)N3CCCCC3)c[nH]2)cc1OC was read as AID inhibitor 6% and UDG counterscr 3%.
Screening C=CCOc1ccc(NC(=O)c2ccc(OC)cc2)cc1 returned AID inhibitor -15% and UDG counterscr -13%.
Screening Oc1ccccc1-c1nc(/C=C/c2ccccc2Cl)no1 returned AID inhibitor 15% and UDG counterscr inconclusive.
For CC(NCc1ccc(C#N)cc1)c1ccc(F)cc1F (stereo not given) the results were AID inhibitor -8% and UDG counterscr 2%.
Cn1c(=O)oc2cc(S(=O)(=O)N3CCCC(C(=O)NCc4ccc(F)cc4)C3)ccc21 (stereo not given) was read as AID inhibitor 12% and UDG counterscr -3%.
CCOc1ccc2c(c1)SCC(=O)N2 was read as AID inhibitor 1% and UDG counterscr 6%.
`Cc1cc(C)c2c(=O)cc(C(=O)Nc3ccccc3C)oc2c1` gave AID inhibitor 1% and UDG counterscr -1%.
S=C(NCCc1c[nH]c2ccccc12)Nc1ccc(Cl)cc1 was read as AID inhibitor -6% and UDG counterscr -4%.
`Cc1cc(C)c(NC(=O)Cn2c(=O)n(Cc3ccco3)c(=O)c3ccc(C(=O)NC4CCCC4)cc32)c(C)c1` gave AID inhibitor -4% and UDG counterscr 7%.
`CCc1cc2c(-c3ccccc3)cc(=O)oc2c2c1OCN(Cc1ccc(C)cc1)C2` gave AID inhibitor -3% and UDG counterscr 11%.
Screening CC(=O)Nc1cccc(C(C)NC(=O)Nc2cc(Cl)c(Cl)cc2Cl)c1 (stereo not given) returned AID inhibitor 2% and UDG counterscr 7%.
CCSc1ncc(Cl)c(C(=O)Nc2nnc(CC(C)C)s2)n1 was read as AID inhibitor 0% and UDG counterscr -2%.
Screening O=C(c1cnn(-c2ccc(F)cc2)c1-n1cccc1)N1CCC2(CC1)OCCO2 returned AID inhibitor 2% and UDG counterscr 13%.
For CCc1ccccc1NCC(=O)Nc1ccc(C#N)cc1 the results were AID inhibitor -4% and UDG counterscr -1%.
`O=C(CCNS(=O)(=O)c1ccc2c(c1)CCCC(=O)N2)NCc1ccccc1Cl` gave AID inhibitor 6% and UDG counterscr 2%.
For CCCCCCC(=O)N/N=C/c1ccc(C(C)C)cc1 the results were AID inhibitor -14% and UDG counterscr -5%.
Screening Cn1c(-c2ccccc2)csc1=N returned AID inhibitor 4% and UDG counterscr 1%.

Screening results: PubChem BioAssay, National Center for Advancing Translational Sciences (NCATS)

Not all compounds are listed; rates above refer to the full screens.
